Assay outcomes (PubChem BioAssay)
GLP1R cytotox: qHTS of GLP-1 Receptor Inverse Agonists: Cytotox Screen; HEK293 cAMP-luciferase reporter cells, luminescence, 24 h; hit rate 0.13% among 410,000; Potency, µM (series often up to 38.3 µM), inactives show top-dose activity change, negative = inhibition, actives largely listed as inhibitors; AID 624418, 2012;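 further: loss of luciferase light is scored as toxicity; potency means the concentration at half of the fitted maximal effect; on the % scale 0 is the no-effect control and ±100 the full control effect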
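Step one: seed cells (200 cells/uL, DMEM with 10% Nu serum, 1% pen-strep). Step two: 12-hour incubation at 37 deg C. Step three: pin 23 nL compound, incubate 24 hr. Step four: add luciferase reagent, read luminescence 12 min later.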
DRD3 agonist: qHTS of D3 Dopamine Receptor Agonist: qHTS. D(3) dopamine receptor (Homo sapiens), P35462. D3R DiscoveRx beta-arrestin cells, luminescence, 90 min. hit rate 0.58% among 410,000. max activation, %; in the data active means max activation above about 30%; further: 0% is about no effect; mostly tested at two doses, the higher about 12 µM
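Agonist-mode cell screen: cells plated at 1500/well and incubated overnight at 37 °C, then exposed to library compounds for 90 min at 37 °C. Detection reagent was added for 30–60 min at room temperature, and luminescence was read.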
PLK1 PBD inh: qHTS for Inhibitors of PLK1-PDB (polo-like kinase 1 - polo-box domain): Primary Screen; Potency, µM, for inactives: max response, negative = inhibition, most hits filed as inhibitors; AID 720504, 2013; Plk1 PBD binding of FITC phosphopeptide, fluorescence polarization; hit rate 2.8% among 360,000; further: potency means the concentration at half of the fitted maximal effect; series mostly up to about 57 µM; on the % scale 0 is the no-effect control and ±100 the full control effect; nearly all actives have a fitted effect of over 65% in size
GLP-1R agonist: qHTS of GLP-1 Receptor Agonists; AID 624172, 2012; Potency, µM (titrated, usually from 45.6 µM), inactives show at the top dose activation, hits mostly activators; Glucagon-like peptide 1 receptor (Homo sapiens), P43220; HEK293 GLP-1R CRE-luciferase, luminescence, 4-6 h; cells express a hypersensitive GLP-1R form; hit rate 0.007% among 380,000; further: potency means the concentration at half of the fitted maximal effect; % of control where 0% means no effect
IL-2 act: qHTS of IL-2 Activators. IL-2 activation reporter assay, cell-based qHTS; stimulated with anti-CD3/CD4/CD28 beads; in transgenic mouse T cells. activation, % (series mostly up to about 46 µM). hit rate 0.065% among 360,000; in the data active means activation above about 50%; inconclusive means mostly about 30% to 49%; further: 0% is about no effect
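Screening format: compound pinned onto unstimulated transgenic mouse T cells, 60 min incubation, then anti-CD3/anti-CD4/anti-CD28 bead stimulation for 18 hours at 37 degrees C, followed by EGFP and DsRed detection.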
PI5P4Ka inh: qHTS for Inhibitors of phosphatidylinositol 5-phosphate 4-kinase (PI5P4K); Phosphatidylinositol 5-phosphate 4-kinase type-2 alpha (Homo sapiens), P48426; PI5P4Kalpha enzyme, ADP-Glo luminescence, 60 min; active compounds read low; max response, %; hit rate 1.2% among 330,000; active means max response of -50% or lower; inconclusive means between -30% and -50%; inactive means -30% or higher; further: value at the top dose of about 77 µM; on the % scale 0 is the no-effect control and ±100 the full control effect
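Reactions run in 0.038 M HEPES pH 7.4, 0.28 mM EGTA, 0.1% CHAPS and 5% DMSO, with PI5P4Kalpha, substrate, compound and 5 microM ATP final, one hour at room temperature. Readout is ADP-Glo luminescence.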
GLP1R inv ag: qHTS of GLP-1 Receptor Inverse Agonists (Inhibition Mode); HEK293 GLP-1R CRE-luciferase, luminescence, 24 h; GLP-1R form is constitutively active; Potency, µM (top dose mostly 38.3 µM), for inactives: at the top dose activity change, negative = inhibition, actives largely listed as inhibitors; Glucagon-like peptide 1 receptor (Homo sapiens), P43220; AID 624417, 2012; hit rate 1.6% among 410,000; further: potency means the concentration at half of the fitted maximal effect; on the % scale 0 is the no-effect control and ±100 the full control effect; nearly all actives have a fitted effect of over 55% in size
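Stable HEK293 clone (constitutively active GLP-1R + cAMP-response luciferase); 200 cells/uL plated, 12 h pre-culture, compound 24 hr, 37 deg C/5% CO2; detection reagent 12 min RT; luminescence.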
D3 antag: qHTS of D3 Dopamine Receptor Antagonist: qHTS. D(3) dopamine receptor (Homo sapiens), P35462. D3R cells, DiscoveRx beta-arrestin luminescence, antagonist mode; active compounds read low. max response, negative = inhibition, %. hit rate 2.5% among 360,000. AID 652054, 2013; in the data active means max response below about -50%; inconclusive means no clear call, values can overlap the other calls; further: on the % scale 0 is the no-effect control and ±100 the full control effect; mostly tested at two doses, the higher about 12 µM
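Cells expressing the human receptor were seeded at 1500 cells/well, incubated overnight at 37 degrees C in 5% CO2, then exposed to library compounds with dopamine controls for 90 minutes at 37 degrees C before luminescent detection.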
WRN inhibitor: qHTS for Inhibitors of WRN Helicase. Bifunctional 3'-5' exonuclease/ATP-dependent helicase WRN (Homo sapiens), Q14191. WRN helicase unwinding, fluorescent forked duplex, kinetic. Potency, µM (top dose mostly 114 µM), for inactives: top-dose activity change, negative = inhibition, most hits filed as inhibitors. hit rate 0.46% among 360,000; further: potency means the concentration at half of the fitted maximal effect; on the % scale 0 is the no-effect control and ±100 the full control effect; nearly all actives have a fitted effect of over 55% in size
Target sequence (Q14191 whole entry, looked up): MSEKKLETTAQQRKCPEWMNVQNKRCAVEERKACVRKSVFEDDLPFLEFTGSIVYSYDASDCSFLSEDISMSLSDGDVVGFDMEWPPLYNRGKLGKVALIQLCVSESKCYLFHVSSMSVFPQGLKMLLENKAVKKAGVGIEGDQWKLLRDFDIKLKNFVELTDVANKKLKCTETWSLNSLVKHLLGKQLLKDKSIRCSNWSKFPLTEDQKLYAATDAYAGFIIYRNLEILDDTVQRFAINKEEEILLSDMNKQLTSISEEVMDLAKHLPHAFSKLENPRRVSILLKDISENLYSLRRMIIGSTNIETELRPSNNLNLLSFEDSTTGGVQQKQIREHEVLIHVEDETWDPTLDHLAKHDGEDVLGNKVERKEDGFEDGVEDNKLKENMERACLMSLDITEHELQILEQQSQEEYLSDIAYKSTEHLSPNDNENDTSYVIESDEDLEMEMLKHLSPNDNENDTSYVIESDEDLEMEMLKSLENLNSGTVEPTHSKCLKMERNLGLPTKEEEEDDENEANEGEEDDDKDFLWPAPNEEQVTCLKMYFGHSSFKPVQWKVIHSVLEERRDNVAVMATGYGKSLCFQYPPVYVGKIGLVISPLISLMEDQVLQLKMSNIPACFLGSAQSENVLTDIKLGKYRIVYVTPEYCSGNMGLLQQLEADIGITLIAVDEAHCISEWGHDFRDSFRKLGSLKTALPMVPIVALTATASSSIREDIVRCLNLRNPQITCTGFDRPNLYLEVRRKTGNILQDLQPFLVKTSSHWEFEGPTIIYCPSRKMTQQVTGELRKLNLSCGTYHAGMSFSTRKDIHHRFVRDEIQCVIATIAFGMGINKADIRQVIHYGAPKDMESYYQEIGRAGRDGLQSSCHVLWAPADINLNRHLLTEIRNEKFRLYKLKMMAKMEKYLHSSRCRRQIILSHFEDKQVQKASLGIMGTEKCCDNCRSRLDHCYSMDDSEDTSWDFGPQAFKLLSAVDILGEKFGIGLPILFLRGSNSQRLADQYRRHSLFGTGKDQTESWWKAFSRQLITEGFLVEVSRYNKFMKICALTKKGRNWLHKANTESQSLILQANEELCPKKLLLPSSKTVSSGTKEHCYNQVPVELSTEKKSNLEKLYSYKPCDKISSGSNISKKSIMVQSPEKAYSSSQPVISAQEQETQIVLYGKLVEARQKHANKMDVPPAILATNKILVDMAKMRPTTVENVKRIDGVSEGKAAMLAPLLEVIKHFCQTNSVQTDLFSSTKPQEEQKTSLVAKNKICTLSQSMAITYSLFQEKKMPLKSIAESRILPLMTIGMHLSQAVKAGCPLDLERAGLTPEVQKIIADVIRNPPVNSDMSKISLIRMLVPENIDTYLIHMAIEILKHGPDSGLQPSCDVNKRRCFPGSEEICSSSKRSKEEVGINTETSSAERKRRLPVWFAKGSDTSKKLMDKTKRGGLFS
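Kinetic fluorescence helicase assay: unwinding of a quenched forked DNA duplex (100 nM final) with 2 mM ATP final raises red fluorescence (525/598 nm). Compounds sat 15 min at room temperature with 20 nM WRN beforehand.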
* marks the source's active call; other numbers are inactive results; u = inconclusive; x = not tested or not shown; & = joins results of further samples; [ ] = dose if it differs, or a comment. Unless noted, the call rests on the fitted dose curve; in most records, active means well fitted curve in the direction sought with a large enough effect; inconclusive means small, poorly fitted or top-dose-only effect, or another doubt; inactive means no such curve, though single readings can be large; an effect the other way counts as inactive or inconclusive. Rows are unselected; 7.8% or so of the library scored in one or more.

Every second line gives: GLP1R cytotox | PI5P4Ka inh | WRN inhibitor | GLP-1R agonist | D3 antag | PLK1 PBD inh | DRD3 agonist | IL-2 act | GLP1R inv ag
CC1(C(=O)Nc2ccc(F)cc2F)CCN1C(=O)Cc1ccc(Cl)cc1Cl (stereo not drawn)
    8% | 23 | -4%[57.1 µM] | 3% | 16 | 0% | 78* | 0.8 | u
Cc1ccc(SCC(=O)NCc2ccccc2)cc1
    -4% | 2 | -4% | 9% | 5 | -9% | 4 | 0.1 | -17%
CCCNC(=O)CSc1nnc(-c2ccco2)n1C
    17% | -51* | -2% | 1% | -11 | 2.7µM* | 7 | -0.6 | -4%
COc1ccc(NC(=O)CSc2ccccc2)c(OC)c1
    6% | -1 | 1% | 12% | 16 | -11% | 0 | 0.8 | -18%
COc1ccc(NC(=O)c2nc3nc(C)cc(C(F)F)n3n2)c(C)c1
    3% | x | x | 1% | x | x | -6 | x | 4%
Cc1coc2cc3oc(=O)c(CCC(=O)NCc4ccccn4)c(C)c3cc12
    -2% | 1 | 6% | -4% | 12 | -5% | -4 | 0.3 | 4%
CC1(C)CNC(=O)C=C(c2ccccc2)C1
    1% | x | -15% | -2% | -16 | -6% | -16 | -1.9 | -10%
CCCSC1=N/C(=C\c2ccc([N+](=O)[O-])o2)C(=O)S1
    u | -70* | 22µM* | -14% | 0 | 7.5µM* | 1 | 0.2 | 20%
CSc1ncccc1C(=O)OCC(=O)N1CC(=O)Nc2ccccc21
    1% | -2 | 12% | -8% | -23 | -1% | -3 | 0.1 | 14%
O=C1CC(Nc2ccc(N3CCOCC3)cc2)C(=O)N1c1ccccc1F (stereo not drawn)
    2% | -13 | -11% | 2% | -13 | -9% | -1 | -1.0 | -12%
COc1cccc(-c2noc(C(C)n3nc(C)c([N+](=O)[O-])c3C)n2)c1 (stereo not drawn)
    40%[activator] | 23 | -17% | 15% | -16 | -6% | 0 | -0.1 | u
CCC(Sc1ncnc2c1nnn2-c1ccc(F)cc1)C(=O)OC (stereo not drawn)
    5% | 2 | -1% | -7% | 5 | -9% | -10 | -0.8 | -37%
CCc1cccc(CC)c1NC(=O)CSc1nnc(C(C)C)n1CC
    -16% | -3 | 8% | -6% | 16 | u | -2 | 5.1 | 5%
CCCCCn1cnnc1SCC(=O)c1c(N)n(C2CC2)c(=O)[nH]c1=O
    0% | -10 | 2% | -1% | 4 | 1% | -7 | -2.0 | -1%
CCOc1ccc(NC(=O)C2CCN(S(=O)(=O)c3ccc4c(c3)C(C)(C)C(=O)N4C)CC2)cc1
    -13% | 0 | -2% | -3% | -5 | -7% | 4 | -2.9 | -9%
O=C(N/N=C/C=C/c1ccccc1[N+](=O)[O-])c1ccncc1
    -8% | -1 | 5% | 6% | 19 | 6% | -10 | -3.0 | 20%
Cn1c(=O)c2c(nc(NCc3ccc4c(c3)OCO4)n2C)n(C)c1=O
    -4% | x | -12% | 0% | -3 | 0% | 1 | 0.3 | 40%[activator]
O=C(O)c1ccc(S(=O)(=O)c2ccc3c(c2)C(=O)N(c2ccc(O)cc2)C3=O)cc1
    4% | 0 | -7% | -1% | -10 | -5% | -5 | -0.8 | 11%
O=C(CCN1C(=O)/C(=C/c2cccs2)SC1=S)Nc1ccccn1
    -21% | -1 | -7% | -2% | 40 | 4% | -7 | u | 15%
COc1ccc(S(=O)Cc2ccc(C(=O)N3CCN(C(=O)c4ccco4)CC3)o2)cc1 (stereo not drawn)
    -3% | 2 | 6% | 4% | -6 | -8% | 1 | -2.2 | 18%
COc1ccccc1C(=O)NC(=O)COC(=O)CCOc1cc(C)ccc1C
    12% | 1 | -36% | 2% | -22 | 0% | 1 | -3.5 | 10%
Cc1cc(Cl)ccc1C(=O)C1CCCN(C(=O)c2cccc(N3CCCC3=O)c2)C1 (stereo not drawn)
    -4% | -17 | 6% | 3% | 15 | 24µM* | 3 | -1.0 | -31%
CCc1ccc(C(=O)C(C)OC(=O)CNS(=O)(=O)c2ccc(C)cc2)cc1 (stereo not drawn)
    10% | 6 | 0% | 6% | 7 | -8% | -4 | -0.5 | 0%
COc1ccc(C2NC(=O)NC(O)(C(F)(F)F)C2C(=O)c2ccccc2)cc1OC (stereo not drawn)
    4% | x | -1% | 5% | -15 | -1% | 8 | -1.0 | 12%
COc1ccccc1N(CC(=O)NCCSCc1cccc(C)c1)S(=O)(=O)c1ccccc1
    -16% | 3 | u | 3% | 15 | -4% | 3 | -6.6 | u
CCc1ccc(O)c(CNCCNCc2cc(CC)ccc2O)c1
    -26% | 18 | 3% | 4% | 3 | -2% | -36 | -0.2 | u
O=C(CCSCc1ccccc1F)NCc1cccs1
    18% | 1 | -12% | 3% | -3 | -3% | -3 | 4.2 | -3%
C/C(CC(=O)NCCN1CCOCC1)=N\NC(=O)c1ccncc1
    0% | 6 | -18% | -1% | 0 | 6% | 4 | 5.3 | 3%
CCOc1ccccc1CNS(=O)(=O)c1csc(C(N)=O)c1
    -6%&4% | 8 | -5% | -3% | 11 | -5% | 6&8 | -1.5 | -15%&10%
COC(=O)c1ccc(CSc2nnnn2-c2ccc(C)cc2C)o1
    5% | x | -14% | 14% | 9 | -11% | 2 | -0.2 | 31%[activator]

Next section (4 carried over from the part before).
Every second line gives: GLP1R cytotox | PI5P4Ka inh | WRN inhibitor | GLP-1R agonist | D3 antag | PLK1 PBD inh | DRD3 agonist | IL-2 act | GLP1R inv ag
O=C(CCSCc1ccccc1F)NCc1cccs1
    18% | 1 | -12% | 3% | -3 | -3% | -3 | 4.2 | -3%
C/C(CC(=O)NCCN1CCOCC1)=N\NC(=O)c1ccncc1
    0% | 6 | -18% | -1% | 0 | 6% | 4 | 5.3 | 3%
CCOc1ccccc1CNS(=O)(=O)c1csc(C(N)=O)c1
    -6%&4% | 8 | -5% | -3% | 11 | -5% | 6&8 | -1.5 | -15%&10%
COC(=O)c1ccc(CSc2nnnn2-c2ccc(C)cc2C)o1
    5% | x | -14% | 14% | 9 | -11% | 2 | -0.2 | 31%[activator]
CC(C)Cc1ccc(C(C)C(=O)Nc2ncccn2)cc1 (stereo not drawn)
    -4%[7.66 µM] | 0 | -4% | 6% | 8 | -16% | 6 | -0.8 | 1%[7.66 µM]
COc1cc(-n2c(=O)c3ccccc3n(Cc3cccc(C)c3)c2=O)cc(OC)c1OC
    0% | 1 | 6% | 0% | -5 | -3% | 4 | -1.8 | -4%
COc1ccc(CNC(=O)c2ccc3c(c2)N(Cc2cc(C)ccc2C)C(=O)CS3)cc1
    -6% | x | x | 0% | x | x | 2 | x | 11%
COc1cc(OC)c(C2NC(=O)CCC2[N+](=O)[O-])cc1OC (stereo not drawn)
    6% | -5 | 4% | -2% | 23 | 1% | 5 | 1.2 | 3%
CNc1n[nH]c(=S)s1
    -7% | -57* | u | -5% | 0 | -23% | -6 | -6.4 | 2%
OCc1nnn(-c2cccc(C(F)(F)F)c2)c1CO
    -8% | 0 | 2% | -32% | 13 | -13% | 5 | -1.8 | 5%
COc1ccc(CCNC(=O)COc2ccc(-c3ccccc3)cc2)cc1OC
    -15% | 1 | 1% | 2% | 15 | -1% | 1 | -2.4 | 0%
COc1ccc(OC)c(-c2nnc(NC(=O)C(C)Sc3nncn3C)s2)c1 (stereo not drawn)
    -10% | -7 | -3% | 16% | 12 | 47%[activator] | 2 | 0.5 | 85%[activator]
CCN(CC)c1ccc(NC(=O)c2ccccc2F)cc1S(=O)(=O)Nc1ccccc1OC
    15% | -24 | -25% | -2% | -17 | 11µM* | 2 | -0.2 | u
CCC1C(=O)NCCN1C(=O)c1cc(COc2cc(C)ccc2C)on1 (stereo not drawn)
    -5% | 4 | 5% | 11% | 11 | 4% | 10 | -0.9 | 8%
O=c1oc2ccccc2c(O)c1/C=N/c1ccccn1
    -3% | -1 | -5% | 5% | 0 | -8% | -9 | -0.2 | u
C/C(=N/Oc1nc(C)cc(C)n1)c1ccc(F)cc1
    2% | -10 | 7% | 10% | -4 | -5% | 1 | -0.6 | 27%
COc1ccc(CNC(=O)c2ccc3c(c2)NC(=O)C(C)S3)cc1 (stereo not drawn)
    1% | u | -5% | -3% | -1 | 13µM* | 3 | -0.9 | 16%
CCCCN1CC[C@H]2C=CC[C@@H](C(=O)N3CCN(c4ccccc4)CC3)[C@H]2C1=O
    -2% | -1 | 2% | -6% | 18 | -12% | 6 | 2.5 | 0%
O=C(O)c1ccc(NC(=S)Nc2ccccc2)cc1
    5% | -4 | -12% | 0% | -2 | u | 10 | 1.7 | 1%
Cc1ccc(N2CCOCC2)c2c1C(=O)c1ccccc1C2=O
    4% | 1 | -12% | 11% | -21 | -13% | -2 | 0.3 | 33%[activator]

Reprinted from above, four compounds:
Every second line gives: GLP1R cytotox | PI5P4Ka inh | WRN inhibitor | GLP-1R agonist | D3 antag | PLK1 PBD inh | DRD3 agonist | IL-2 act | GLP1R inv ag
COc1ccc(CNC(=O)c2ccc3c(c2)NC(=O)C(C)S3)cc1 (stereo not drawn)
    1% | u | -5% | -3% | -1 | 13µM* | 3 | -0.9 | 16%
CCCCN1CC[C@H]2C=CC[C@@H](C(=O)N3CCN(c4ccccc4)CC3)[C@H]2C1=O
    -2% | -1 | 2% | -6% | 18 | -12% | 6 | 2.5 | 0%
O=C(O)c1ccc(NC(=S)Nc2ccccc2)cc1
    5% | -4 | -12% | 0% | -2 | u | 10 | 1.7 | 1%
Cc1ccc(N2CCOCC2)c2c1C(=O)c1ccccc1C2=O
    4% | 1 | -12% | 11% | -21 | -13% | -2 | 0.3 | 33%[activator]
